D2 agonist – D2 dopamine receptor (human) agonism; P14416; HEK293 T-REx D2 cells, calcium flux agonist mode; activation, % at 2 µM; 340,000 tested, 0.53% active; AID 485358;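 active = activation over 3 SD above normal in the single-dose calcium agonist read, cut at about 30% in these data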; also: 0% is about no effect
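In this primary screen, compounds producing a positive calcium signal within 180 s of addition to tetracycline-induced, force-coupled HEK293 Trex D2 cells are flagged; cells are dye-loaded with a no-wash calcium kit beforehand.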
D2 antag – antagonizes the human D2 dopamine receptor. inhibition, % at 10 µM. 340,000 tested, 2% active. HEK293 TREx D2 cells, calcium flux, dopamine EC80; in the data active = inhibition above about 30%; also: 0% is about no effect
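Tetracycline-induced HEK293 TREx cells expressing D2 receptor forced-coupled to calcium signalling, loaded with no-wash calcium dye. Compounds added and calcium flux read 180 s, then dopamine added at EC80 and read a further 180 s.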
RXFP1 antag – RXFP1 (human) relaxin receptor antagonism. 350,000 tested, 0.59% active. activity change, negative = inhibition, % at 57.5 µM. HEK293-RXFP1, relaxin-stimulated cAMP HTRF, 30 min; stronger effect = lower value;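 active = activity change of -60% or lower, but not beyond a set lower limit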; also: % is scaled to controls: 0 for no effect and ±100 for the full control effect
Target sequence (Q9HBX9 whole entry, looked up): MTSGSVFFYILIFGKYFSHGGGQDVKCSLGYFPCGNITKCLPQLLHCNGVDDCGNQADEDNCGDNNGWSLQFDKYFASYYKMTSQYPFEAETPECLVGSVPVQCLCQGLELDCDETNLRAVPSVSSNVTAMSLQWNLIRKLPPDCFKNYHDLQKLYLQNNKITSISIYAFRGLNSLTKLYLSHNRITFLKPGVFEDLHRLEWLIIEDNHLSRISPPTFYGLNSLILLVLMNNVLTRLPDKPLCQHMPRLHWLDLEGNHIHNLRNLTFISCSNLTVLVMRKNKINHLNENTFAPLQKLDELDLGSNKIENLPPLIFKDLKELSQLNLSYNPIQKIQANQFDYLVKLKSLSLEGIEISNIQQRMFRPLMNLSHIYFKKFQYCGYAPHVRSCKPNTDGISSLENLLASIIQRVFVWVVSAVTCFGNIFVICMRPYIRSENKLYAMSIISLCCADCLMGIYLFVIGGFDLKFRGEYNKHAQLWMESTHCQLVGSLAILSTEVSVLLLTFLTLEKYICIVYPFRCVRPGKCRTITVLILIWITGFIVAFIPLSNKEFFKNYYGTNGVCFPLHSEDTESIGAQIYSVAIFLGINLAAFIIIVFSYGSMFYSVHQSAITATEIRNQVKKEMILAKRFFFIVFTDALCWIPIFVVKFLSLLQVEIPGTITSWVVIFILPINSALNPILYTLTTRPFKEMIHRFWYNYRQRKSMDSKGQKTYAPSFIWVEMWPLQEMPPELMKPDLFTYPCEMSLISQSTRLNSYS
TRHR agonist – TRH receptor (human) agonism; TRHR cells, calcium flux fluo-8, FDSS agonist mode; 360,000 tested, 0.18% active; activation, % at 2 µM; AID 493084; P34981; also: 0% is about no effect
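Agonist-mode FDSS calcium read (Ex 480/Em 530, 1 s cycles) in 1536-well TRHR cells with fluo-8 dye, after 10-cycle baseline and 23 nL compound addition; TRH at EC20 (10 nM final) added afterwards for the enhancer phase.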
TRHR enhancer – allosterically enhances the human TRH receptor. TRHR cells, fluo-8 calcium fluorescence, EC20 TRH enhancement. enhancement, % at 2 µM. 360,000 tested, 0.66% active; in the data active = enhancement above about 30%; also: 0% is about no effect
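TRHR-expressing cells loaded with fluo-8 calcium dye were read kinetically (ex 480/em 530) during compound addition, then stimulated with an EC20 of TRH (10 nM final). Enhancement of the Gq-mediated intracellular calcium response was scored.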
D1 potentiator – enhances dopamine response at the human D1 receptor | P21728 | HEK293 TREx D1 cells, calcium flux, dopamine EC20 potentiation | potentiation, % at 10 µM | 360,000 tested, 0.036% active; in the data active = potentiation above about 30%; also: 0% is about no effect
D2 PAM – positively modulates the human D2 dopamine receptor allosterically. P14416. HEK293 T-REx D2, calcium flux, EC20 dopamine potentiation. potentiation, % at 10 µM. 340,000 tested, 0.34% active. AID 485347;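 active = potentiation over 3 SD above the plate norm, cut at about 30% in these data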; also: 0% is about no effect
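Tetracycline-induced Hek293 Trex D2 cells, force-coupled to calcium, loaded with no-wash calcium dye. Compound added with 180 s kinetic read for agonism, then EC20 dopamine and a further 180 s read for potentiation.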
D1 agonist – human D1 receptor agonism; HEK293 T-REx D1 cells, calcium flux, agonist mode; activation, % at 2 µM; 360,000 tested, 1% active; AID 504660; also: 0% is about no effect
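Agonism was scored from calcium flux recorded over 180 s (1 read/s) after pintool compound addition, following a 10-cycle baseline. Cells were inducible force-coupled HEK293 TREx D1, plated overnight at 30 C and loaded with no-wash calcium dye.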
D1 antag – human D1 dopamine receptor antagonism | P21728 | HEK293 TREx D1 cells, calcium flux, dopamine EC80; stronger effect = lower value | activity change, negative = inhibition, % at 10 µM | 360,000 tested, 3.2% active; in the data active = activity change below about -30%; also: % is scaled to controls: 0 for no effect and ±100 for the full control effect
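Kinetic fluorescence of a calcium dye serves as the read-out. D1-expressing Hek293 Trex cells, induced overnight at 30 C, are exposed to compound for 180 s before an EC80 dopamine addition, then read 180 s further.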
* hit, by the source's call; . = no result given; & = joins results of further samples. Rule as the data show it, unless noted: active = activation above about 30%; inactive = the rest.

1: O=C(CSc1n[nH]c(-c2ccco2)n1)Nc1ccccc1F
2: O=C(CSCc1ccccc1Cl)NNC(=O)c1ccccc1
3: O=C(COC(=O)CCc1nc2ccccc2c(=O)[nH]1)Nc1ccccc1Cl
4: O=C(C1CCCO1)N1CCN(C(=S)Nc2cccc(Cl)c2)CC1 (configuration not stated)
5: COc1cccc(NC(=O)C2C3C=CC4(O3)C2C(=O)N(CCCN2CCCCC2)C4C(=O)NC2CCCCC2)c1 (configuration not stated)
6: CCOc1cc(/C=N/NC(=O)Cc2ccc(C(F)(F)F)cc2[N+](=O)[O-])ccc1O
7: CCN(CC)C(=O)C(C)N(C#N)c1nc(NC(C)C)nc(NC(C)C)n1 (configuration not stated)
8: COCCCNC(=O)CCn1c(=O)c2ccccc2n(CC(=O)Nc2c(C)cccc2C)c1=O

compound no. | 1 | 2 | 3 | 4 | 5 | 6 | 7 | 8
D2 antag | 6 | -41 | -2 | 2 | 11 | 0 | . | 7
RXFP1 antag | 7 | -4 | 0 | -3 | -5 | . | -5 | -4
D2 PAM | . | 1 | 13 | 4 | 9 | -11 | . | -2
D2 agonist | -3.0 | 0.1 | -0.4 | 0.2 | -2.1 | -0.6 | . | 0.1
D1 agonist | 0 | 3 | 1 | 1 | -2 | 9 | 6 | 1
D1 antag | -21 | 4 | -41* | -29 | 3 | -13 | -2 | 3
TRHR agonist | -0.2 | -0.4 | -1.1 | 2.3 | -0.8 | -0.1 | 0.2 | 1.1
TRHR enhancer | -6 | 4 | 9 | -5 | -1 | -2 | 1 | -3
D1 potentiator | -4 | -8 | 5 | -4 | -4 | -9 | 6 | -5

9: COc1cccc(CN(C)C(=O)c2ccc(OCC(=O)N3CCOCC3)c(OC)c2)c1
10: CN1C2CCC1CC(NC(=O)c1cc(S(=O)(=O)N(C)C)c(Cl)cc1Cl)C2 (configuration not stated)
11: COCCCn1c(SCC(=O)O)nc2cc(OC)c(OC)cc2c1=N
12: O=C(O)c1ccccc1CSc1nnnn1-c1ccccc1
13: Cc1cc(C)cc(NC(=S)NC(=O)C2CC2)c1
14: N#CCCn1cc(C(=O)CN2C(=O)NC3(CCCCCC3)C2=O)c2ccccc21
15: COc1ccccc1Cn1c(=S)[nH]c2cc(C(=O)NC(C)C)ccc2c1=O
16: O=C(Cn1c(=O)n(CC2CCCO2)c(=O)c2ccccc21)Nc1cccc(Cl)c1 (configuration not stated)

compound no. | 9 | 10 | 11 | 12 | 13 | 14 | 15 | 16
D2 antag | 2 | -2 | 6 | -1 | -2 | -10 | -5 | .
RXFP1 antag | -3 | -12 | 3 | -2 | -2 | 3 | 2 | .
D2 PAM | 3 | -7 | -4 | -7 | -5 | 3 | -2 | -6
D2 agonist | 0.0 | 0.1 | 0.4 | 0.3 | 0.9 | 1.1 | 0.2 | -0.3
D1 agonist | 3 | 2 | 2 | 2 | 3 | 2 | 3 | 3
D1 antag | -2 | -7 | 17 | -1 | -1 | 17 | -16 | 0
TRHR agonist | 0.2 | 0.4 | 0.3 | -0.5 | 0.2 | 0.2 | 2.3 | 0.2
TRHR enhancer | -2 | 7 | -1 | 1 | -2 | 6 | 4 | -7
D1 potentiator | -3 | -2 | -3 | -3 | 4 | -4 | -2 | -1

17: Cn1nnnc1Sc1ncnc2scc(-c3ccccc3C#N)c12
18: CN(C)c1ccc(-c2nnn(CC(=O)N3c4ccccc4CCc4ccccc43)n2)cc1
19: CC(=O)Nc1ccc(C(=O)Nc2ccc(S(=O)(=O)Nc3nccc(C)n3)cc2)cc1
20: Cc1nnc(SCc2cccc(Oc3ccccc3)c2)n1N
21: COc1ccc(N(C(=O)C(C)C)S(=O)(=O)c2cccc3cccnc23)cc1
22: CC(C)OC(=O)c1ccc(NC(=O)c2ccccc2)cc1
23: COc1ccc(C(=O)Nc2ccccc2-c2nnn(CC(=O)N3CCOCC3)n2)cc1
24: CC(=O)N1CCC(=O)Nc2ccc([N+](=O)[O-])cc21

compound no. | 17 | 18 | 19 | 20 | 21 | 22 | 23 | 24
D2 antag | . | 0 | -2 | -8 | 5 | -6 | 7 | -11
RXFP1 antag | . | 2 | 1 | 2 | 6 | -3 | -6 | 9
D2 PAM | . | -11 | -3 | 12 | 6 | 14 | -1 | .
D2 agonist | . | -0.2 | 0.3 | -0.3 | 0.0 | 1.4 | -0.1 | 0.1
D1 agonist | -1 | 3 | -2 | -2 | 3 | 2 | 3 | 4
D1 antag | -11 | 8 | -11 | 4 | 2 | -17 | 14 | -10
TRHR agonist | -0.5 | 0.8 | 0.5 | -1.0 | 0.0 | 2.3 | 0.3 | -0.2
TRHR enhancer | 7 | -2 | -6 | -2 | 22 | 1 | 2 | 6
D1 potentiator | 6 | -3 | 1 | -3 | -3 | -4 | 9 | 0

25: O=C(NCC1CCCO1)c1cc2c([nH]c3ccccc32)c(-c2ccc(F)cc2)n1 (configuration not stated)
26: c1ccc(N/N=C(\Cc2ncc[nH]2)c2ccccc2)cc1
27: COc1ccc(C2C(C(=O)Nc3ccc(OC)c(OC)c3)c3ccccc3C(=O)N2C)cc1 (configuration not stated)
28: CN(CC(=O)Nc1cccc(F)c1)C(=O)c1cccc(-n2cccc2)c1
29: COc1cc(N/C=C2\CC(=O)NC(C)=C2C#N)cc(OC)c1OC
30: Cc1ccc(-c2nc3cccnc3s2)cc1NS(=O)(=O)c1ccc2c(c1)OCCO2
31: O=C(CNS(=O)(=O)c1ccccc1)NCc1ccco1
32: COc1ccc(C2C(C(=O)Nc3cccnc3)=C(C)Nc3nc(-c4ccco4)nn32)cc1 (configuration not stated)

compound no. | 25 | 26 | 27 | 28 | 29 | 30 | 31 | 32
D2 antag | 15 | . | 12 | -16 | -4 | -8 | -38 | 16
RXFP1 antag | . | -5 | 4 | -17 | -3 | -18 | 1 | -10
D2 PAM | -1 | . | 3 | 5 | 9 | 11 | -8 | 8
D2 agonist | 0.2 | . | 0.4 | 0.0 | -2.1 | 0.0 | 0.4 | 0.5
D1 agonist | 4 | 1 | 0 | -2 | 3 | 13 | 4 | 1
D1 antag | 4 | -7 | 3 | 10 | 13 | 21 | 4 | -1
TRHR agonist | 2.0 | 0.5 | -0.8 | -0.7 | 1.1 | -0.5 | -0.7 | 0.3
TRHR enhancer | 9 | 1 | 1 | 3 | -4 | 3 | 6 | 3
D1 potentiator | -8 | 7 | 4 | 0 | 0 | -5 | 1 | -3

One compound at a time (already shown). Order of values: D2 antag, RXFP1 antag, D2 PAM, D2 agonist, D1 agonist, D1 antag, TRHR agonist, TRHR enhancer, D1 potentiator
Entry for O=C(CNS(=O)(=O)c1ccccc1)NCc1ccco1 : -38, 1, -8, 0.4, 4, 4, -0.7, 6, 1
Entry for Cc1ccc(-c2nc3cccnc3s2)cc1NS(=O)(=O)c1ccc2c(c1)OCCO2 : -8, -18, 11, 0.0, 13, 21, -0.5, 3, -5
Entry for COc1cc(N/C=C2\CC(=O)NC(C)=C2C#N)cc(OC)c1OC : -4, -3, 9, -2.1, 3, 13, 1.1, -4, 0
Entry for COc1ccc(C2C(C(=O)Nc3ccc(OC)c(OC)c3)c3ccccc3C(=O)N2C)cc1 (configuration not stated) : 12, 4, 3, 0.4, 0, 3, -0.8, 1, 4
Entry for COc1ccc(C2C(C(=O)Nc3cccnc3)=C(C)Nc3nc(-c4ccco4)nn32)cc1 (configuration not stated) : 16, -10, 8, 0.5, 1, -1, 0.3, 3, -3

Continued:
33: O=C(CCCc1nc2ccccc2s1)NCc1cccnc1
34: Cc1nc(/C=C/c2ccccc2)cc(/C=C/c2ccccc2)n1
35: N#Cc1nc(-c2ccccc2F)oc1NC1CCCCC1
36: CC(C)CCNC(=O)c1cn(C)c2ccc(S(=O)(=O)N3CCCC3)cc2c1=O
37: Cc1ccc(N2C(=O)N(CC(=O)Nc3cccc(C)c3C)C(=O)C2C)cc1 (configuration not stated)
38: O=C(CN1C(=O)C2C3C=CC(C3)C2C1=O)NCc1ccc2c(c1)OCO2 (configuration not stated)
39: CC(C)CC(=O)Nc1ccc2c(c1)OCO2
40: COc1ccccc1NC(=O)c1ccc(NC(=O)COC(=O)CC(NC(=O)c2ccccc2Cl)c2ccccc2)cc1 (configuration not stated)

compound no. | 33 | 34 | 35 | 36 | 37 | 38 | 39 | 40
D2 antag | -3 | -7 | -6 | -9 | -9 | -8 | 8 | 19
RXFP1 antag | -7 | -18 | -60* | 8&-9 | -11 | 2 | -9 | -20
D2 PAM | -1 | 9 | -15 | -5&1 | 11 | 2 | -3 | 9
D2 agonist | 1.3 | -0.8 | 0.4 | 0.3&0.3 | -0.5 | 0.4 | 0.0 | 0.0
D1 agonist | 0 | 12 | 1 | 3&-1 | 4 | -2 | 2 | 5
D1 antag | 15 | -1 | -34* | -5&9 | -3 | 16 | 1 | 7
TRHR agonist | 0.4 | -0.6 | -0.7 | -0.3&0.3 | -0.7 | -0.2 | 0.2 | -0.2
TRHR enhancer | 0 | 4 | 7 | -10&-4 | -3 | 3 | 13 | 3
D1 potentiator | -4 | -4 | . | -1&-2 | 2 | -4 | 4 | -3

41: Cc1cc(NC(=O)CCC(=O)N(CC(C)C)C(C(=O)NC(C)(C)C)c2ccccc2Cl)no1 (configuration not stated)
42: Cc1c(C(C)C)c(=O)n(-c2ccc(S(=O)(=O)N3CCOCC3)cc2)n1C
43: CSc1ccc(/C=c2\s/c(=C\C(=O)C(C)(C)C)n(CC(=O)NCCC3=CCCCC3)c2=O)cc1
44: C/C(=N/O)c1ccc(N2C(=O)C3C4C=CC(C3C2=O)C2C3C(=O)N(c5ccc(/C(C)=N/O)cc5)C(=O)C3C42)cc1 (configuration not stated)
45: CCOC(=O)C(C)S(=O)(=O)c1ccc(C(F)(F)F)cn1 (configuration not stated)
46: CCOC(=O)c1c(NC(=O)CSc2cn(CCNC(=O)c3cccc(C(F)(F)F)c3)c3ccccc23)sc2c1CCC2
47: COC(OC)c1ccnc(-c2ccc(OC(C)=O)cc2)n1
48: O=C(O/N=C\c1ccc(N2CCOCC2)c([N+](=O)[O-])c1)c1ccc(F)cc1
49: O=S(=O)(c1cc(F)ccc1F)N1CCC2(CC1)OCCN2S(=O)(=O)c1ccccc1

compound no. | 41 | 42 | 43 | 44 | 45 | 46 | 47 | 48 | 49
D2 antag | . | -4 | 0 | -22 | -7 | . | -9 | 4 | -25
RXFP1 antag | 7 | -11 | -2 | . | -12 | . | 3 | . | -2
D2 PAM | . | 10 | -5 | 0 | 5 | -4 | -3 | -7 | 0
D2 agonist | . | 0.7 | 2.3 | 0.1 | 2.0 | 0.2 | 0.8 | 0.4 | 0.2
D1 agonist | 2 | 3 | 17 | 5 | 2 | 0 | 1 | 2 | 6
D1 antag | 4 | -3 | -6 | 11 | 3 | -11 | 18 | -16 | -13
TRHR agonist | -0.5 | 1.8 | 4.9 | 2.4 | -0.9 | 1.4 | 0.2 | -0.3 | 0.3
TRHR enhancer | 1 | 1 | -3 | -3 | 0 | 4 | 1 | 1 | 6
D1 potentiator | . | 0 | 3 | -1 | -6 | -3 | 3 | -1 | -9
